Screening data from PubChem BioAssay.
HEK293 tox = cytotoxic in the GLP-1 receptor inverse agonist counter-screen; HEK293 cAMP-luciferase reporter cells, luminescence, 24 h; AID 624418; Potency, µM (highest dose often 38.3 µM), without a hit: top-dose activity change, negative = inhibition, hits mostly inhibitors; hit rate 0.13% among 410,000;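 further: loss of luciferase light is scored as toxicity; on the % scale 0 is the no-effect control and ±100 the full control effect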
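Here, cytotoxicity is scored as loss of luminescence. The MLSMR collection was tested on cells seeded in medium containing 10% Nu serum, with a 24 hr compound exposure preceded by 12 hours of culture.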
SW480 rerep = induces DNA re-replication in SW480 colon adenocarcinoma cells; SW480 DNA re-replication, Hoechst DNA content imaging, 48 h; Potency, µM (top dose mostly 46.1 µM), for the others: at the top dose re-replication activation, usual class: activators; hit rate 1.8% among 340,000; further: % of control where 0% means no effect; nearly all actives have a fitted effect of over 55% in size
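Quantitative HTS format with DMSO vehicle controls; 48 hr drug incubation at 37 C, then 40 min Hoechst staining and scanning imager measurement at 405 nm excitation.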
KB-V1 cytotox = KB-V1 MDR subline cytotoxicity. hit rate 3.4% among 400,000. KB-V1 MDR cells viability, CellTiter-Glo, 72 h. Potency, µM (doses to about 46.1 µM), inactives show top-dose activity change, negative = cytotoxicity, hits mostly cytotoxic. AID 1347076; further: on the % scale 0 is the no-effect control and ±100 the full control effect; nearly all actives have a fitted effect of over 60% in size
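In this primary screen, KB-V1 cells overexpressing P-gp are incubated with library compounds (lowest to highest concentration) for 72 h at 37 degrees C before a luminescent ATP viability read.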
HT1080 IDH1KD tx = kills HT-1080 cells with IDH1 knockdown | Potency, µM (highest dose often 46.1 µM), for the others: top-dose activity, negative = toxicity, most hits filed as cytotoxic | HT-1080 IDH1 knockdown viability, ATP luminescence, 48 h | hit rate 2% among 360,000;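 further: 0% = DMSO wells and -100% = cell-free medium wells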
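In this qHTS, HT-1080 cells depleted of IDH1 are exposed for 48 h at 37 °C to compound titrations. Toxicity is scored from CellTiter-Glo luminescence, with DMSO as full viability and medium alone as none.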
KB-3-1 cytotox = KB-3-1 parental cell cytotoxicity | Potency, µM (series often up to 46.1 µM), for the others: at the top dose activity change, negative = cytotoxic, most hits filed as cytotoxic | AID 1347075 | KB-3-1 viability, CellTiter-Glo ATP luminescence, 72 h | hit rate 1.4% among 400,000; further: on the % scale 0 is the no-effect control and ±100 the full control effect; nearly all actives have a fitted effect of over 60% in size
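Screening of KB-3-1 cells (DMEM, 10% FBS, phenol-red free) ran from lowest to highest compound concentration; after 72 h at 37 °C viability was read luminescently and curves fitted.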
GLP-1R agonist = agonists of human GLP-1 receptor; hit rate 0.007% among 380,000; P43220; HEK293 GLP-1R CRE-luciferase, luminescence, 4-6 h; cells express a hypersensitive GLP-1R form; Potency, µM (series often up to 45.6 µM), for the others: at the highest dose activation, usual class: activators; further: % of control where 0% means no effect
Target sequence (P43220 whole entry, looked up): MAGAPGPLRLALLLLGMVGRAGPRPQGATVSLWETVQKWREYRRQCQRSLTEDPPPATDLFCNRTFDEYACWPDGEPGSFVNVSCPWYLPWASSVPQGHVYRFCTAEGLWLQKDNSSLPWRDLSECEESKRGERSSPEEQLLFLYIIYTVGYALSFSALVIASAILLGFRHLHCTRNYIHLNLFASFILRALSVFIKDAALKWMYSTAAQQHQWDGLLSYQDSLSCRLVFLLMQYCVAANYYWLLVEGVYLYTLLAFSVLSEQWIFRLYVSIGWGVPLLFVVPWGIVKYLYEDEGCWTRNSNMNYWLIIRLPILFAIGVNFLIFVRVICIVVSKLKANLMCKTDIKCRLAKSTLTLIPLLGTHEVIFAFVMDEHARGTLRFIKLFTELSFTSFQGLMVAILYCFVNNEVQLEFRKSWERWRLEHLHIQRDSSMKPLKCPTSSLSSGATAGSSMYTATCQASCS
TDP-43 yeast inh = rescues yeast growth from TDP-43 toxicity; TDP-43 expressing yeast growth rescue, BacTiter-Glo, 24 h; hit rate 1.8% among 410,000; Potency, µM (highest dose often 46.1 µM), inactives show at the highest dose growth rescue (activation), actives largely listed as activators; AID 652104; further: % of control where 0% means no effect; nearly all actives have a fitted effect of over 50% in size
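Galactose-induced TDP-43 yeast, OD600=0.02, compound pinned; 24 hr, 30 deg C; BacTiter-Glo luminescence for growth. Inhibitors of TDP-43 toxicity read as activators.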
HT1080-NT tox = kills 2HG-producing HT-1080-NT fibrosarcoma cells; HT-1080-NT fibrosarcoma viability, CellTiter-Glo ATP luminescence, 48 h; Potency, µM (highest dose often 46.1 µM), inactives show at the top dose activity, negative = less viability, most hits filed as cytotoxic; hit rate 1.6% among 360,000;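 further: NT is the 2HG producing partner of a matched IDH1 knockdown line; 0% = DMSO-treated cells and -100% = media-only wells without cells; nearly all actives have a fitted effect of over 55% in size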
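Luminescent CellTiter-Glo readout after 48 hours of compound exposure at 37 degrees C defined viability of HT-1080-NT cells. Activity was normalized to DMSO wells and cell-free media wells; concentration-response curves were fitted and assigned curve classes.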
GLP1R inv ag = acts as inverse agonist at human GLP-1 receptor; Potency, µM (highest dose often 38.3 µM), for the others: at the highest dose activity change, negative = inhibition, actives largely listed as inhibitors; hit rate 1.6% among 410,000; HEK293 GLP-1R CRE-luciferase, luminescence, 24 h; GLP-1R form is constitutively active; further: on the % scale 0 is the no-effect control and ±100 the full control effect; nearly all actives have a fitted effect of over 55% in size
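Inverse agonists were sought by their lowering of basal cAMP reporter luciferase output in HEK293 cells stably carrying constitutively active human GLP-1R, after 24 h compound treatment.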
* marks the source's active call; other numbers are inactive results; ? = inconclusive; / = not tested or not shown; & = joins results of further samples; [ ] = remark or other dose. The call rests on the fitted dose curve; in most records, active means well fitted curve in the direction sought with a large enough effect; inconclusive means small, poorly fitted or top-dose-only effect, or another doubt; inactive means no such curve, though single readings can be large; an effect the other way counts as inactive or inconclusive. Potency means the concentration at half of the fitted maximal effect. Random draw from the library. Share with any hit: about 9.4%.

SMILES	HEK293 tox	SW480 rerep	KB-V1 cytotox	HT1080 IDH1KD tx	KB-3-1 cytotox	GLP-1R agonist	TDP-43 yeast inh	HT1080-NT tox	GLP1R inv ag
C/C(=N\NC(=O)c1ccco1)c1ccc(NC(=O)C(F)(F)F)cc1	-7%	-14%	2%	-2%	1%	-5%	11%	-7%	30%[activator]
CCC1=C(OC(=O)c2ccccc2)C(C)(C)C(c2ccccc2)OC1=O (stereo not drawn)	-4%	-2%	3%	12%	-1%	-14%	10%	17%	4%
O=C(Nc1cccc([N+](=O)[O-])c1)Nn1cnnc1	3%	-11%	15%	14%	12%	-2%	12%	15%	11%
Cc1nn(CC(=O)NC2CC2)c(=O)c2cc3cc(F)ccc3n12	4%	/	?	/	6%	/	9%	/	-4%
Cc1ccc(C(=O)COC(=O)CNC(=O)C(c2ccccc2)c2ccccc2)cc1[N+](=O)[O-]	-9%	3%	0%	1%	-3%	-12%	-6%	-1%	-3%
CCCCN1C[C@H](C)[C@@H](CC(=O)Nc2ccc(OC)cc2)C1=O	-7%	/	?	4%	-7%	-4%	0%	2%	-1%
Cc1csc(NC(=O)CN2C(=O)C3CC=CCC3C2=O)n1 (stereo not drawn)	-6%	0%[9.22 µM]	21%	4%	27%	-13%	-4%	4%	0%
COc1ccc(-n2c(C)cc(C(=O)Cn3nc(C(=O)O)c4ccccc4c3=O)c2C)cc1	11%	10%	15µM*	-16%	-21%	3%	-18%	-10%	-1%
CC(C)c1ccc(NC(=O)C(C)N(c2ccccc2)S(C)(=O)=O)cc1 (stereo not drawn)	-14%	/	9%	/	0%	2%	?	/	?
Cn1c2ccc(F)cc2c2nc3ccccc3nc21	8%	-5%	-24%	-19%	0%	-1%	?	-14%	105%[activator]
Cc1[nH]c2ccccc2c1C(=O)COc1ccccc1	1%	0%	15%	14%	23%	4%	0%	9%	6%
Cc1ccc(-n2nc(C)c3c2OC(N)=C(C#N)C3c2ccc(C)o2)cc1 (stereo not drawn)	-1%	-12%	-14%	1%	0%	-1%	-2%	5%	-8%
COc1ccc(CNC(=O)COc2ccc(S(=O)(=O)N3CCCCC3)cc2)cc1	-2%	5%	/	-1%	/	5%	-8%	14%	-8%
CN(C)CC(C(=O)c1ccccc1)c1ccccc1 (stereo not drawn)	8.9µM*	25%	?	13µM*	?	-42%[inhibitor]	9%	-3%	13%
O=C1CCCN1CCCNc1ncnc2c1cnn2-c1ccc(Cl)cc1	-4%	-12%	?	3%	?	-3%	?	6%	13%
C=CC1=C(C(=O)O)N2C(=O)C(NC(=O)Cc3ccccc3)C2SC1 (stereo not drawn)	2%	0%	1%	0%	0%	4%	3%	4%	5%
Cc1ccc(OCC(=O)Nc2cccc(OCc3cc(=O)n4cccc(C)c4n3)c2)cc1C	-10%	/	-16%	/	2%	/	-7%	/	1%
Cc1nn(-c2ccccn2)c2c1-c1nc(N3CCOCC3)ncc1CC2	-5%	-7%	18µM*	2%	?	-5%	0%	-3%	-24%
Cn1nccc1-c1coc2c(C(=O)N3CCOCC3)cccc12	6%	/	2%	2%	0%	-4%	19%	?	14%
CC(NC(=O)CCc1nnc(CCCc2ccccc2)o1)c1ccccc1 (stereo not drawn)	0%	8%	-22%	-9%	16%	1%	-2%	5%	-15%
Cc1ccsc1/C=N/n1c(C2CCCCC2)n[nH]c1=S	0%	1%	?	-26%	1%	-3%	22%	-16%	?
COc1ccc(OCCn2c(C)nc3cc(C)c(C)cc32)cc1	-7%	/	-16%	/	19%	/	21%	/	-20%
CC(=O)Nc1ccc(NC(=O)C(C)N(C)CC(=O)Nc2ccccc2Br)cc1 (stereo not drawn)	-5%	-4%	8%	2%	13%	22%	-6%	0%	0%
CCOC(=O)CNC(=O)CSc1ncnc2c1cnn2-c1ccc(Cl)cc1	22%	-1%	9%	-1%	-14%	2%	-20%	-2%	26%
O=C(CSC(=S)N1CCOCC1)c1cc2ccccc2oc1=O	?	?	11%	0%	0%	-5%	-35%[inhibitor]	-2%	?
O=C(CC1CCCCC1)OCn1nnc2ccccc2c1=O	6%	-8%	?	0%	1%	5%	-6%	-5%	6%
COc1cccc(C2C(C#N)=C(N)Oc3c2oc(CO)cc3=O)c1 (stereo not drawn)	-9%	-7%	6%	8%	-3%	7%	-15%	5%	10%
CCN(CC)CCCNC(=O)c1cc2c(=O)[nH]c3ccc(C)cc3c2s1	-22%	-10%	13%	?	-18%	5%	-14%	?	?
O=C(NC1CCCC1)c1ccc(CSc2nc3ccncc3n2Cc2cccc(F)c2)cc1	-15%	/	0%	/	-11%	/	-5%	/	?
CC1CCN(C(=O)c2ncn3c2c(=O)[nH]c2ccc(Br)cc23)CC1	1%	/	2%	2%	-25%	-2%	19%	2%	-12%
CCOc1ccc(/C=N/NC(=O)c2c(C)n(C)c3ccc(OC)cc23)cc1	1%[1.53 µM]	?	13µM*	?	8.2µM*	11%	5%	?	?
Cc1cc(C(=O)COC(=O)c2ccc[nH]c2=O)c(C)n1-c1ccc(F)cc1	-3%	-29%	18µM*	13%	-9%	-27%	0%	-2%	?
O=C(OCc1cn(-c2ccc(Cl)c(Cl)c2)nn1)c1ccccc1	0%	-1%	1%	4%	2%	-11%	8%	-3%	3%
Cc1cccc(C)c1OCc1cc(C(=O)N2CCCCCCC2)no1	0%	5%	1%	0%	0%	24%	13%	13%	?
O=C(CCc1ccc(O)c(O)c1)N/N=C/c1cc2c(cc1[N+](=O)[O-])OCO2	?	?	3%	-10%	-5%	8%	9%	-8%	23%
CC1(C(=O)NS(=O)(=O)c2ccc(Cl)cc2)CCN1C(=O)CCc1cccs1 (stereo not drawn)	1%	/	4%	10%	0%	-1%	18%	20%	23%
CCc1cc(C(=O)NCC(C)(C)N2CCOCC2)sc1C	0%	0%	0%	13%	-2%	-7%	17%	10%	-17%
CCN(CCCNC(=O)c1nn(-c2ccc(OC)cc2)c(=O)c2c1c1ccccc1n2C)c1cccc(C)c1	-7%	/	-5%	/	1%	/	0%	/	7%
Cc1cc(C)c(NC(=O)CCCSc2nnc(N)s2)c(C)c1	0%	8%	-14%	1%	-6%	-6%	1%	-4%	-8%
O=C(N/N=C/c1cccnc1)c1ccc([N+](=O)[O-])cc1	1%	-1%	3%	15%	6%	2%	-6%	9%	3%
S=c1[nH]nc(-c2ccc(Cl)cc2)n1CCCN1CCOCC1	4%	-9%	-13%	2%	2%	14%	-5%	2%	6%
COc1ccc(C)cc1NC(=O)CN1CCN(S(=O)(=O)c2ccc(C(C)C)cc2)CC1	-17%	0%	?	2%	-27%	-4%	-5%	0%	14%
Cc1cccc(-n2c(SCC(=O)N3CCCC3)nc3n[nH]c(C)c3c2=N)c1	4%	-2%	11%	-21%	7%	8%	-8%	-17%[9.24 µM]	64%[activator]
C#CCOCCOCCOCCNc1nc(N2CCN(C(=O)[C@H](C)n3cc(CCCN=C(N)N)nn3)CC2)nc(N2CCN(C(=O)[C@H](C)n3cc(CCCN=C(N)N)nn3)CC2)n1	26%	-4%	18%	5%	13%	-2%	-9%	15%	8%
Cc1cccc(-c2noc(CNC(=O)Nc3ccc(F)cc3)n2)c1	0%	-2%	2%	22%	4%	7%	16%	17%	?
Cc1ccc(C(=O)N(c2ccc(C)cc2)S(=O)(=O)c2ccc(Cl)cc2)cc1	-24%	/	?	/	-12%	/	8%	/	?
O=C1NC2(CCCC2)C(=O)N1Cc1cc(=O)n2ccsc2n1	8%	-6%	?	20%	9%	6%	-16%	12%	25%
COc1ccc(NC(=O)CSc2nccn2Cc2ccc(F)cc2)c(OC)c1	11%	-6%	0%	3%	7%	-2%	0%	2%	-14%
COC(c1ccccc1)c1nnc(CCC(=O)N(C)Cc2cccc(-n3cccn3)c2)o1 (stereo not drawn)	-7%	-1%	?	6%	2%	24%	1%	-2%	-23%
COc1ccc(Nc2nc(C)nc3c2oc2ccccc23)c(OC)c1	7%	?	-1%	29µM*	-6%	20%	1%	18µM*	-8%
COc1ccc(C(=O)N/C(=C/c2cccnc2)C(=O)N2CCN(C)CC2)cc1OC	-17%	25%	?	7%	13%	-4%	-18%	1%	4%
CN1CCOc2cc(S(=O)(=O)NCc3ccc(S(N)(=O)=O)cc3)ccc21	6%	-11%	8%	-1%	3%	-14%	-7%	8%	23%
CCOC(=O)N1CCN(C(=O)c2ccccc2NS(=O)(=O)c2ccc(C)cc2)CC1	-16%	-5%	-19%	5%	4%	0%	10%	3%	7%
N#Cc1cc(Oc2cccnc2)c(Oc2cccnc2)cc1C#N	-7%	-9%	-1%	5%	1%	5%	5%	14%	28%
COc1ccc(CN2C(=O)c3ccccc3C2C(=O)NC2CCCCCC2)c(OC)c1 (stereo not drawn)	-21%&-8%	13%	-18%&-3%	-17%	-10%&3%	-8%	-6%&20%	-12%	-17%&-8%
